Assay outcomes as filed in PubChem.
mcGAS MS inh: inhibitors of mouse cGAS | Q8C6L5 | inhibition, % at 12.5 µM | recombinant mouse cGAS, cGAMP by RapidFire MS | 130,000 tested, 0.18% active;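 active = inhibition of cGAS enzyme activity at or above 60%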;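 note: enzyme stimulated by 45 bp dsDNA with ATP and GTP substrates; cGAMP share of summed cGAMP plus half ATP and half GTP signals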
Target sequence (Q8C6L5 whole entry, looked up): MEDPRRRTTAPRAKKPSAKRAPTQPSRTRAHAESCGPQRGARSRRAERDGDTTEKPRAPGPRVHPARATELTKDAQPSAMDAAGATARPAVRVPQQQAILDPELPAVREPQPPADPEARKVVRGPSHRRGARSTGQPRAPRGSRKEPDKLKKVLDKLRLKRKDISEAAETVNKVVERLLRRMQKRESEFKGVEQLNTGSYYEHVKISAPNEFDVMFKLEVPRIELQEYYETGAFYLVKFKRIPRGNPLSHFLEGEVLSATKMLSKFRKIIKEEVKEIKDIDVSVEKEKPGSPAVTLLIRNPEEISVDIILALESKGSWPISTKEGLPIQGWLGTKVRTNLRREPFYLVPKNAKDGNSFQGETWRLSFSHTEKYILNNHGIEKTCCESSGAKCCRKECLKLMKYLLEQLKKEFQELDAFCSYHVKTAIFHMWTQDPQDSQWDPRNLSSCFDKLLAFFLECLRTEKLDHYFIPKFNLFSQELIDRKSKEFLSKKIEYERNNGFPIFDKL
Starred values were filed as active, the others as inactive; & = joins results of further samples.

SMILES | mcGAS MS inh
O=C(CCc1nnc(-c2ccsc2)o1)N1CCCC1c1nc2ccccc2s1 (centres undefined) | -9.8&-6.1
O=C(NC(c1cccs1)C1CC1)c1ccncc1 (centres undefined) | -6.1
COc1ccc(OC)c(NC(=O)COC(=O)c2ccc3nccnc3c2)c1 | -17.3
CS(=O)(=O)NC(=O)c1cnc2c(cnn2C2CCCC2)c1 | -1.6
CN(C)S(=O)(=O)c1ccc(-c2csc(-c3ccc(Cl)cc3)n2)cc1 | -23.3
O=C(NCCC1COc2ccccc2O1)c1ccc(N2CCSCC2)nc1 (centres undefined) | -4.3
CCOC(=O)CC1CCCCN1Cc1nc(-c2cccc(F)c2)oc1C (centres undefined) | -5.0
Cc1cc(C=C2Sc3ccccc3N2C)cc(C)[n+]1-c1ccccc1 | -7.3
O=C(Nc1ccc(CN2C(=O)Cc3ccc(Cl)cc32)cc1)Nc1ccccn1 | -9.2
O=S(=O)(/C=C/c1ccccc1)Nc1cccc(S(=O)(=O)NC2=NCCCCC2)c1 | -14.9
CCOC(=O)C1(CCCc2ccccc2)CCN(C2CCSCC2)CC1 | -7.3
CNC(=O)CN(C)C(=O)C1CCCCC1 | -7.6
O=C1CN(C(=O)C2CCC2)CCN1CC1CCCC1 | -25.0
CSc1cccc(CN(C)Cc2ccc(O)c(O)c2)c1 | 7.5
CCN(CC)C(C)CN1c2ccccc2Sc2ccccc21 (centres undefined) | -5.5&0.7
CC1=NNc2nc3c(c(=O)n(Cc4cccc(C)c4)c(=O)n3C)n2C1 | 1.6
CC(C)N(CC(C)(C)O)S(=O)(=O)c1ccccc1C(F)(F)F | -8.8
COCC(C)(C)C(=O)N1CCc2[nH]nc(-c3ccc(F)c(F)c3)c2C1 | -9.2
Cc1ccc(-c2n[nH]c(=S)n2CC(=O)NCc2ccco2)cc1 | 2.0
CCc1ccc(-c2csc3nc4ccccc4n23)cc1 | -4.8
Cn1nc(C2CCN(C(=O)c3ccsc3)CC2)n(-c2ccccc2)c1=O | -26.0
CN(C)C(=O)Nc1ccc(Cl)c(Cl)c1 | 5.0
Clc1ccc(OC2CCNC2)cc1Cl (centres undefined) | -32.1
O=C(Cn1nc(C2CC2)c2cnn(-c3ccccc3)c2c1=O)N1CCCC1 | -5.8
CNC(C)[C@@H]1CC[C@@H](N)[C@@H](OC2[C@@H](N)C[C@@H](N)[C@H](OC3OC[C@](C)(O)[C@H](NC)[C@H]3O)[C@H]2O)O1 (some centres undefined) | -6.6&-2.3

(more compounds)
SMILES | mcGAS MS inh
Cc1c(C(N)=O)cc([N+](=O)[O-])cc1[N+](=O)[O-] | -7.3&8.4
COCCn1c(SC(C)C(=O)OC)nc2c1c(=O)[nH]c(=O)n2C (centres undefined) | -4.7
CN(C)C(=O)OCc1cccc(OCc2ccccn2)c1 | -13.3
Cn1cccc1C(=O)NC(=O)CN1CCCN(S(=O)(=O)c2ccc(F)cc2)CC1 | -3.8
COc1cc(C(=O)NC(C(N)=O)c2ccccc2)ccc1OCCC(C)C (centres undefined) | 3.2
Nc1ccc(Cl)cc1C(=O)Nc1ccncc1 | 2.6
Cc1c(C)n2c3c(=O)n(C)c(=O)n(C)c3nc2n1CCN1CCc2ccccc2C1 | 0.5
CC1(C)OC2COC3(COS(=O)(=O)N4CCN(c5ccccc5)CC4)OC(C)(C)OC3C2O1 (centres undefined) | -3.3
O=C1C2C(c3ccc(Cl)cc3Cl)OC3(C(=O)c4ccccc4C3=O)C2C(=O)N1C1CCCC1 (centres undefined) | -10.1
NC(Cc1cc(I)c(Oc2ccc(O)c(I)c2)c(I)c1)C(=O)O (centres undefined) | -2.6
CC(=NNc1nc2ccccc2[nH]1)c1ccc[nH]1 | -2.7
CC(=O)c1ccc2c(c1)N(Cc1cccc(C(=O)N3CCN(C(C)=O)CC3)c1)C(=O)CO2 | -3.3
Cc1nn(C2CCS(=O)(=O)C2)c(C)c1N1CCN(S(=O)(=O)c2cccnc2)CC1 (centres undefined) | -6.5
N#Cc1cnc2c(Cl)cc(F)cc2c1Cl | 16.2
Cc1cccc(OCC(=O)NCC(c2ccc3c(c2)CCCN3C)N2CCN(C)CC2)c1 (centres undefined) | -11.5
Cc1nnc(NCCC(=O)N2CCCc3ccccc32)c(C#N)c1C | -8.6
CC1(C)Cc2c(sc3[nH]c(=O)n4ncnc4c23)CO1 | 6.1
Cc1ccc(C)c(NC(=O)C(C)N2CCCN(c3ccccc3C#N)CC2)c1 (centres undefined) | -2.9
Cc1cc(C(=O)N(C)Cc2ccc(Cl)s2)c2c(=O)[nH]n(C)c2n1 | 0.8
COC(C)C(=O)NCC(C)(O)C(c1ccccc1)c1ccccc1 (centres undefined) | -3.8
Cc1ccc(OCC(=O)N[C@@H]2C[C@H]3C(=O)N(C)CC(=O)N3C2)cc1C | -12.4
Cc1ccc2nc(-c3ccc(NC(=O)C(C)n4ncccc4=O)cc3)sc2c1 (centres undefined) | -1.0
CC(=O)N1CCC(NC(=O)c2ccccc2CCc2ccccc2)CC1 | -17.5
O=C(Nc1ccc(-c2noc(-c3cccc(Br)c3)n2)cc1)c1cccc(Cl)c1 | -2.5
CN1CCN(Cc2ccc3c(c2)CC(C)(C)O3)CC1C(=O)O (centres undefined) | -6.8

Nothing new here: seven of the compounds above.
SMILES | mcGAS MS inh
Cc1cc(C(=O)N(C)Cc2ccc(Cl)s2)c2c(=O)[nH]n(C)c2n1 | 0.8
COC(C)C(=O)NCC(C)(O)C(c1ccccc1)c1ccccc1 (centres undefined) | -3.8
Cc1ccc(OCC(=O)N[C@@H]2C[C@H]3C(=O)N(C)CC(=O)N3C2)cc1C | -12.4
Cc1ccc2nc(-c3ccc(NC(=O)C(C)n4ncccc4=O)cc3)sc2c1 (centres undefined) | -1.0
CC(=O)N1CCC(NC(=O)c2ccccc2CCc2ccccc2)CC1 | -17.5
O=C(Nc1ccc(-c2noc(-c3cccc(Br)c3)n2)cc1)c1cccc(Cl)c1 | -2.5
CN1CCN(Cc2ccc3c(c2)CC(C)(C)O3)CC1C(=O)O (centres undefined) | -6.8

The listing continues:
SMILES | mcGAS MS inh
O=C(COC(=O)c1cccc(-n2cccc2)c1)NC1C2CC3CC(C2)CC1C3 (centres undefined) | -22.5
COc1ccc(-c2cc(=O)c3c(O)c(OC)c(O[C@H]4O[C@H](CO[C@@H]5O[C@@H](C)[C@H](O)[C@@H](O)[C@H]5O)[C@@H](O)[C@H](O)[C@H]4O)cc3o2)cc1 | -12.5
CCC(C)c1ccc(S(=O)(=O)N2CCCC2C(=O)NCc2ccco2)cc1 (centres undefined) | -1.5
Cc1cccnc1N1CCN(Cc2ccc(S(C)(=O)=O)cc2)CC1 | -5.6
CN(Cc1ccc2nsnc2c1)Cc1cnc(S(C)(=O)=O)n1CC1CCCO1 (centres undefined) | -9.5
Cc1ccc(C(C)C)cc1OC(C)C(=O)N1CCNC(=O)C1 (centres undefined) | 1.2
CC(Sc1nnc(-c2ccccc2)o1)C(=O)NC1CC1 (centres undefined) | -1.4
COc1ccccc1C(=O)N/N=c1\oc2cc(O)ccc2cc1-c1nc2ccccc2[nH]1 | 2.8
OCCn1cc(Nc2nc(-c3cccc(Cl)c3)nc3c2CCCC3)cn1 | -5.3
Cc1nc(C)c(C(=O)NCCCn2nc(-c3ccccc3)ccc2=O)s1 | -1.6
CCN1CC(=O)OC1c1ccc(Cl)cc1OC (centres undefined) | -2.1
CC(C)(C)c1nc(-c2ccc(NC(=O)N3CCCSCC3)cc2)no1 | -10.4
CCOc1ccccc1N1CCN(S(=O)(=O)c2cc(C)ccc2OC)CC1 | 9.7
C/C(=C/C(=O)NS(=O)(=O)N(C)C)c1ccc(F)cc1 | -6.6
NC1=NC2(CCCC2)n2c(nc3ccccc32)N1 | 1.7
Cc1cc(C)c2[nH]c(C(=O)N3CCOC(C(F)(F)F)C3)c(C)c2c1 (centres undefined) | -10.9
CN(C)c1nc(N)nc(N(c2ccccc2)c2ccccc2)n1 | -3.3
COC1=C(OC)C(=O)C(CCCCCCCCCCO)=C(C)C1=O | -0.2&11.4
CCOC(=O)c1sc(N)c(C#N)c1COC(=O)C12CC3CC(CC(O)(C3)C1)C2 | -0.1
COc1ccc(S(=O)(=O)N2CCC(C(=O)OCC(=O)c3ccccc3)CC2)cc1[N+](=O)[O-] | -8.4
CCNc1nc(C)c(C(=O)NC(C)c2cn3ccsc3n2)s1 (centres undefined) | -11.0
Cc1cnn(CCc2n[nH]c(=S)n2-c2cccc(Cl)c2)c1 | -40.1
C=CCNC(=O)Cn1c(=O)c2c(OCC)c(C)cnc2n(C)c1=O | -3.5
Cc1ccc(CN2C(=O)CON=C2c2ccc(N(C)C)cc2)cc1 | 3.3
Cc1sc2ncnc(SCC(=O)c3ccc(Cl)s3)c2c1C | -5.0

Part of the list above, as tab-separated lines:
compound	mcGAS MS inh
CCNc1nc(C)c(C(=O)NC(C)c2cn3ccsc3n2)s1 (centres undefined)	-11.0
Cc1cnn(CCc2n[nH]c(=S)n2-c2cccc(Cl)c2)c1	-40.1

Carrying on.
SMILES | mcGAS MS inh
Cc1nc2ccc(Cl)cn2c1C(=O)N1CCCC2(CCNCC2)CC1 | -12.3
Cc1csc(N2CCN(C(=O)Nc3cnn(CC(C)C)c3)CC2)n1 | -13.6
CC(C)c1noc(CCCNS(=O)(=O)Cc2cccc(F)c2)n1 | -9.6
Cc1ccc(C2(C(F)(F)F)NC(=O)N3CCN=C3S2)cc1 (centres undefined) | -5.3
CCOC(=O)c1nn(-c2ccccc2C)c(=O)cc1N1CCN(c2ccccc2)CC1 | -7.1
O=C(c1ccc(-c2ccccc2)cc1)N1CCN(S(=O)(=O)c2ccccc2C(F)(F)F)CC1 | 0.4
COCCNC(=O)C1CCC(=O)N1C1CCCC1 (centres undefined) | -1.9
O=S(=O)(c1cnc[nH]1)N1CCN(c2ccc(Cl)cc2)CC1 | -15.5
Cc1sc2ncnc(SCC(=O)c3cc(C)n(-c4nccs4)c3C)c2c1C | 17.8
O=C(c1ccc(N2CCCCC2)cc1)N1CCCC(Nc2ccc3c(c2)OCO3)C1 (centres undefined) | -15.6
CN(C)Cc1ccc(-c2ccccc2CNC(=O)c2cnc3sccn3c2=O)cc1 | -2.2
CC(=O)N1N=C(c2cn(-c3ccccc3)nc2-c2ccccc2)CC1c1cccc(NS(C)(=O)=O)c1 (centres undefined) | -2.9
CCCN(CCO)C(=O)CNC(=O)c1ccc(C)c(C)c1 | -9.7
CC(C)(Oc1ccc(Cl)cc1)C(=O)Nc1cccc([N+](=O)[O-])c1 | -1.5
Cc1c(-c2ccccc2F)[nH]c2ccc(CNC(=O)CC3CCC(=O)N3)cc12 (centres undefined) | -5.4
O=C1[C@@H]2C[C@H](O)CCN2C(=O)CN1Cc1ccc(Cl)nc1 | -7.5
Cc1ccc(Cl)cc1Nc1ncccc1C(=O)NC(C)CC(C)C (centres undefined) | 4.6
O=S1c2ccccc2N(S(=O)(=O)c2ccccc2)c2ccccc21 | -4.3
O=C(OCC1OC2OC3(CCCCC3)OC2C2OC3(CCCCC3)OC12)c1ccccc1 (centres undefined) | -0.3
Cc1ccccc1C(=O)Nc1cc([N+](=O)[O-])ccc1-c1ccc([N+](=O)[O-])cc1 | 6.0
COCCNC(=O)c1csc(N2CCN(C)C2=O)n1 | -10.0
COC(=O)CN1C(=O)/C(=C\c2ccc(Cl)cc2)SC1=S | 0.7
OCc1ccc(CNCc2cccnc2N2CCN(c3ccccn3)CC2)o1 | -9.2
CC(C)c1csc(CN2CCC(N3CCC(C(=O)NCC4CCCO4)CC3)CC2)n1 (centres undefined) | -1.6
O=C(NCCc1ccn(-c2ccccc2)n1)N1CCSCC1 | -13.6

Later entries:
SMILES | mcGAS MS inh
O=C(Nn1cnc2c(cnn2-c2ccccc2)c1=O)c1cc2ccccc2o1 | -6.1
C=CCN(C(=O)c1cccc(C#CC(C)(C)O)c1)C1CCS(=O)(=O)C1 (centres undefined) | -15.6
Cc1nc2c(c(=O)n1C)CN(S(=O)(=O)NCc1ccccc1)C2 | -23.2
O=C(NCc1cccnc1N1CCOCC1)C1Cc2ccccc2O1 (centres undefined) | -8.3
Cc1nn(CC(=O)c2ccc[nH]2)c(=O)c(C#N)c1C | -7.0
O=C(Cn1c(CO)cnc1SCc1ccccc1Cl)NC1CC1 | -9.2
CCN1CCN(C(=O)c2ccc3oc(-c4cccc(F)c4)nc3c2)CC1 | 3.6
OC[C@H]1CCN(c2ccc3cccc(Cl)c3n2)C[C@H]1O | -1.2
O=C(NC1CCN(Cn2nccc2-c2cccnc2)CC1)c1ccc(F)cc1 | -17.5
CCS(=O)(=O)NC1CCN(C(=O)c2ccc(C(C)=O)s2)CC1 | 1.6
O=C(N/N=C/c1ccc(COc2ccccc2Cl)o1)C12CC3CC(C1)CC(n1ncnn1)(C3)C2 | -8.3
CC(C)(C)OC(=O)NC(CN)c1ccc(F)cc1F (centres undefined) | -5.8
Cc1cc(C=C2SC(=O)NC2=O)c(C)n1-c1sc2c(c1C#N)CCCC2 | -5.5
CC(C)NC(=O)CN(C)C(C(=O)N1CCCCC1)c1ccccc1 (centres undefined) | -7.0
O=C1Nc2ccccc2SC1SCCNS(=O)(=O)c1ccc2c(c1)CN(C(=O)C(F)(F)F)CC2 (centres undefined) | 3.6
O=C(N/N=C\C=C\c1ccccc1)Nc1cccc2nsnc12 | 2.9
CN1CCC(C)(CN(C)Cc2ccc(-n3ccnc3)cc2)C1 (centres undefined) | -10.0
CC(NCCOc1ccccc1)C(=O)NC1CCCC1 (centres undefined) | -12.1
CN(CC(N)=O)Cc1nc2ccccc2c(=O)[nH]1 | -10.7
CC(C)CCOCCNC(=O)CN(C)C1CCCN(c2ccccc2)C1 (centres undefined) | -24.0
CCC(Nc1nc(C)nc2c1cnn2C)c1nc2ccccc2[nH]1 (centres undefined) | -3.2
N#Cc1ccc(-c2csc(N)n2)cc1 | 55.8
CC(C)N(C(=O)CN1CCC1c1ccc(Cl)cc1)C(C)C (centres undefined) | -34.8
CCc1cn[nH]c1C1CCN(C(=O)c2cnn3cc(CCO)cnc23)CC1 | -10.0
c1ccc(CN2CCC(NCc3ccc4nonc4c3)CC2)nc1 | -14.4
CC(C)n1nnc2cc(C(=O)O)ccc21 | -6.8
O=c1[nH]cc(S(=O)(=O)N2CCN(c3nc4ccccc4[nH]3)CC2)c(=O)[nH]1 | -9.1
Cc1nc(CC(=O)NC[C@H]2C[C@H]3C=C[C@H]2C32CC2)cs1 | -18.8
CS(=O)(=O)Oc1ccc(Cl)cc1 | -7.7

These rows are one share of the data. The share of hits here may be higher or lower than overall.
